Screens deposited in PubChem by Southern Research Specialized Biocontainment Screening Center.
inhibitors of VEEV: inhibitors of VEEV TC-83 cytopathic effect, confirmation, Vero cells (AID 588727) | Vero cells, VEEV TC-83 cytopathic effect inhibition; higher % means a stronger effect | inhibition, % at 20 µM, or IC50 in µM where a hit was titrated | 350,000 tested, 0.13% active; in the data active = a potency from the dose series; inconclusive = inhibition mostly from about 14% at the one dose, without a potency; inactive = the rest, 99 in 100 with inhibition below about 12%; note: strong numbers were not always called active
M. tuberculosis: growth inhibition of non-replicating M. tuberculosis (AID 488890); 320,000 tested, 0.39% active; Mycobacterium tuberculosis non-replicating, growth inhibition; higher % means a stronger effect; inhibition, % at 25 µM, or IC50 in µM where a hit was titrated; in the data active = a potency from the dose series; inconclusive = inhibition mostly from about 82% at the one dose, without a potency; inactive = the rest, 99 in 100 with inhibition below about 76%;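 note: plate controls were DMSO cells for no effect and high antibiotic wells for full effect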
Salmonella PhoP GFP: PhoP regulon inhibitors, Salmonella typhi PhoP promoter GFP reporter, confirmatory (AID 1850); one-dose inhibition, % at 50 µM; IC50 in µM for titrated hits; Salmonella Typhi PhoP-promoter GFP reporter, fluorescence, 4 h; higher % means a stronger effect; 310,000 tested, 0.33% active; in the data active = a potency from the dose series; inconclusive = inhibition mostly from about 25% at the one dose, without a potency; inactive = the rest, 99 in 100 with inhibition below about 19%;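 note: 0% = induced wells with vehicle and 100% = uninduced wells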
H1N1 NS1A inhibition: NS1A inhibition, H1N1 influenza, cell based functional assay (AID 504329); NS1A functional cell-based assay, percent inhibition; higher % means a stronger effect; one-dose inhibition, % at 12.5 µM; IC50 in µM for titrated hits; 340,000 tested, 0.3% active; in the data active = a potency from the dose series; inconclusive = inhibition above about 27% without an active follow-up result; note: strong numbers were not always called active
M. tuberculosis HTS: M. tuberculosis growth inhibition, HTS (AID 449762); 330,000 tested, 0.59% active; inhibition, % at 25 µM; hits with a dose series show IC50 in µM; M. tuberculosis H37Rv growth inhibition, 7H9 media; higher % means a stronger effect; in the data active = a potency from the dose series; inconclusive = inhibition above about 70% without an active follow-up result;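 note: bacterial growth assessed after seven days of incubation; strong numbers were not always called active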
inhibitors of VEEV 10K pilot screen: recorded beside inhibitors of VEEV, whose call it bears; inhibition, %; measured here: 10K pilot screen inhibition
Active calls of the source: *; i = inactive; ? = inconclusive; · = not tested or not shown.

SMILES | inhibitors of VEEV | M. tuberculosis | Salmonella PhoP GFP | H1N1 NS1A inhibition | M. tuberculosis HTS | others
COc1ccc(SCCC(=O)NCc2ccncc2)cc1 | 1.3% | -2.9% | 8.0% | 4.5% | 9.3%
Cc1ccc(OCc2nc(C#N)c(NCCCn3ccnc3)o2)cc1 | i | 21.8% | -4.1% | 13.7% | -1.6%
Cc1nc(NC2=NCN(CCCN3CCOCC3)CN2)nc2c(C)cccc12 | 1.5% | 73.5% | 24.2% | 2.8% | -2.1%
Cc1cccc(-n2c(C)nc3ccccc3c2=O)c1C | 1.7% | 5.3% | 10.1% | -1.3% | 7.4%
Cc1ccc(Nc2nc(C)cc(C)c2C(N)=O)c(C)c1 | 0.9% | -10.0% | -1.6% | -3.9% | 4.0%
CCOC(=O)NC1(C(F)(F)F)NC(=O)N(Cc2ccco2)C1=O (configuration not stated) | i | 4.0% | -9.6% | 20.0% | -1.7%
COc1ccc(C(=O)Nc2cccc([N+](=O)[O-])c2)cc1Br | 1.1% | 0.6% | 6.9% | -4.3% | -1.6%
CC1CCCC(NC(=O)C2CCN(S(=O)(=O)N3CCOCC3)CC2)C1C (configuration not stated) | i | -2.9% | 2.6% | 9.6% | -4.1%
COc1ccc(C(=O)NCC23C=CC(O2)C2C(=O)N(Cc4ccccc4)C(=O)C23)cc1 (configuration not stated) | i | 20.3% | 12.9% | -3.6% | -0.9%
COc1cc2c(-c3ccc4[nH]ccc4c3)c(-c3ccc(C#N)cc3)oc(=O)c2cc1OC | 4.7% | 66.7% | · | 3.2% | >100µM*
Nc1ccc(C(=O)N/N=C/c2ccc(N3CCOCC3)s2)cc1 | 1.4% | 4.7% | · | -6.9% | 8.1%
COc1ccc(C2=NN(c3nc4ccccc4s3)C(=O)C2)cc1 | 0.1% | 42.0% | 2.4% | 3.0% | -1.7%
CCCn1c(=O)c(C(=O)OCC)c(O)c2cc(Br)ccc21 | 0.6% | 11.5% | -3.4% | -9.5% | 3.6% | inhibitors of VEEV 10K pilot screen=0.8
COc1ccc(NC(=O)COC(=O)Cn2nnc3ccccc32)cc1 | 0.8% | 4.4% | 4.9% | 7.9% | -5.9%
O=C(O)COc1ccc(Br)cc1/C=C1/SC(=O)N(CC(=O)N2CCCC2)C1=O | 0.4% | -15.1% | 3.5% | -3.8% | -5.7%
COc1ccc(-c2c(-c3ccccc3OC)sc3ccccc23)cc1C=O | 1.2% | · | · | 2.0% | -6.0%
COc1cc2c(cc1OC)CN(CC(=O)Nc1ccc(F)cc1F)CC2 | i | 18.3% | -7.7% | 21.4% | 7.1%
CC1CCCC(NC(=O)COC(=O)c2cc(S(=O)(=O)N3CCOCC3)ccc2F)C1C (configuration not stated) | i | -6.1% | · | -5.6% | -4.0%
COc1cccc(-c2ocnc2C(=O)Nc2ccc(N3CCOCC3)cc2N2CCOCC2)c1 | 9.9% | 4.5% | 5.8% | 14.9% | 15.9%
Cc1cc(OCc2cc(C(=O)N3CCN(C)C(=O)[C@@H]3C)no2)cc(C)c1Cl | 0.4% | 13.3% | -3.6% | 3.1% | 8.6%

Some of these compounds in order of formula weight, largest number first:
SMILES | inhibitors of VEEV | M. tuberculosis | Salmonella PhoP GFP | H1N1 NS1A inhibition | M. tuberculosis HTS | others
O=C(O)COc1ccc(Br)cc1/C=C1/SC(=O)N(CC(=O)N2CCCC2)C1=O | 0.4% | -15.1% | 3.5% | -3.8% | -5.7%
COc1cccc(-c2ocnc2C(=O)Nc2ccc(N3CCOCC3)cc2N2CCOCC2)c1 | 9.9% | 4.5% | 5.8% | 14.9% | 15.9%
CC1CCCC(NC(=O)COC(=O)c2cc(S(=O)(=O)N3CCOCC3)ccc2F)C1C (configuration not stated) | i | -6.1% | · | -5.6% | -4.0%
Cc1cc(OCc2cc(C(=O)N3CCN(C)C(=O)[C@@H]3C)no2)cc(C)c1Cl | 0.4% | 13.3% | -3.6% | 3.1% | 8.6%
COc1cc2c(cc1OC)CN(CC(=O)Nc1ccc(F)cc1F)CC2 | i | 18.3% | -7.7% | 21.4% | 7.1%
COc1ccc(C(=O)Nc2cccc([N+](=O)[O-])c2)cc1Br | 1.1% | 0.6% | 6.9% | -4.3% | -1.6%
COc1ccc(NC(=O)COC(=O)Cn2nnc3ccccc32)cc1 | 0.8% | 4.4% | 4.9% | 7.9% | -5.9%
Cc1ccc(OCc2nc(C#N)c(NCCCn3ccnc3)o2)cc1 | i | 21.8% | -4.1% | 13.7% | -1.6%
CCOC(=O)NC1(C(F)(F)F)NC(=O)N(Cc2ccco2)C1=O (configuration not stated) | i | 4.0% | -9.6% | 20.0% | -1.7%
Nc1ccc(C(=O)N/N=C/c2ccc(N3CCOCC3)s2)cc1 | 1.4% | 4.7% | · | -6.9% | 8.1%
COc1ccc(C2=NN(c3nc4ccccc4s3)C(=O)C2)cc1 | 0.1% | 42.0% | 2.4% | 3.0% | -1.7%
COc1ccc(SCCC(=O)NCc2ccncc2)cc1 | 1.3% | -2.9% | 8.0% | 4.5% | 9.3%

More entries:
SMILES | inhibitors of VEEV | M. tuberculosis | Salmonella PhoP GFP | H1N1 NS1A inhibition | M. tuberculosis HTS | others
CC(C)Oc1ccc(CNC(=O)CC(c2ccccc2)c2cc(Cl)ccc2O)cc1 (configuration not stated) | i | 4.7% | 2.1% | -8.6% | 4.7%
Cc1ccc2nc(N(CCCN(C)C)C(=O)c3ccc(Br)s3)sc2c1 | 11.9% | 15.5% | 4.3% | 16.5% | 2.4%
CCOc1ccc(C(C)=O)cc1COC(=O)c1cnc(Cl)c(Cl)c1 | i | 47.7% | 3.5% | -3.7% | -3.4%
CC(NC(=O)OCc1ccccc1)C(=O)N1CC(O)CC1C(=O)O (configuration not stated) | i | · | · | -5.2% | ·
COc1ccc(NS(=O)(=O)c2cccc3nonc23)c(OC)c1 | 0.3% | 7.3% | -3.4% | -4.5% | -2.4%
COCCn1c(=S)[nH]c2sc3c(c2c1=O)CCCC3 | 0.1% | -6.4% | -3.9% | -11.7% | 8.9%
c1ccc(-n2nnc3cnccc32)cc1 | 1.7% | -13.8% | -3.3% | 4.4% | -8.1%
NC(=O)c1cc([N+](=O)[O-])ccc1NCc1cccc2ccccc12 | 0.6% | -3.4% | -3.6% | 6.7% | -1.8% | inhibitors of VEEV 10K pilot screen=1.2
N#CCc1nc2ccccc2c(=O)[nH]1 | 0.7% | -3.2% | 0.9% | -4.0% | -1.1%
COc1ccc(S(=O)(=O)NC(N)=NCCc2ccccc2OC)cc1 | 0.1% | -19.2% | 2.2% | -16.0% | 3.0%
Cc1ccc(S(=O)(=O)NC(=O)N2CCCC2)cc1 | 0.2% | · | · | 8.2% | ·
CCOC(=O)/C(C#N)=N\Nc1cc(Cl)ccc1OC | 2.1% | -1.0% | -10.0% | 6.2% | 1.3%
C1=C(CCNCC2CC2)CCCC1 | i | 1.9% | 0.5% | 0.1% | -2.6%
COC(=O)C1=C(c2ccc(OCc3ccccc3)cc2)C[C@@H]2CC[C@H]1N2C(=O)NCc1ccc(N(C)C)cc1 | 1.1% | -0.4% | · | 2.4% | 3.9%
S=C(Nc1cccc(Cl)c1)N1CCOCC1 | 2.2% | -8.8% | 1.6% | 4.6% | -10.2%
CN(CCc1ccccc1)C1CCCN(S(=O)(=O)CC(F)(F)F)C1 (configuration not stated) | i | 17.9% | -2.9% | -3.5% | -12.5%
S=c1[nH]nc(Cc2noc3ccccc23)n1-c1ccccc1 | 0.8% | 9.7% | 3.4% | -1.3% | -3.2%
CCC(C)(C)NC(=O)C(c1cccc(OC)c1OC)N(CCOC)C(=O)CCC(=O)Nc1cc(C)on1 (configuration not stated) | i | -2.5% | 9.3% | 2.3% | -2.5%
O=C(NCCc1cccs1)c1ccc(Cl)cc1 | 0.9% | 77.3% | -22.7% | -0.2% | 4.5%
CCc1ccc2c(c1)c(N=NC1=NC(=O)CS1)c(O)n2C | 1.6% | ? | -7.5% | 4.8% | ?
C=CCn1c(SCC(=O)Nc2ccccc2OC)nnc1-c1ccccn1 | 2.8% | 19.0% | -3.9% | -4.2% | -7.2%
C[C@@H](NC(=O)Cn1cnc2c(NCc3ccccc3)ncnc21)c1cccc2ccccc12 | 0.9% | · | · | -9.2% | ·
O=C(Cn1nnc(-c2ccccc2NC(=O)c2ccco2)n1)NC1CCCCC1 | i | -10.9% | -8.4% | -0.9% | -14.9%
COc1ccc(NS(=O)(=O)c2ccc(C)c(C(=O)N(C)Cc3ccc(OC)cc3OC)c2)cc1 | 8.8% | 19.9% | 1.4% | -3.6% | -3.4%
OCCN1CCN(CCOc2ccccc2-c2ccccc2)CC1 | 0.3% | -4.8% | -0.8% | -0.2% | -5.9%
Cc1cc(OC(C)C(=O)NC2CCN(Cc3ccccc3)CC2)c2c(C)cc(=O)oc2c1 (configuration not stated) | i | -13.4% | 0.6% | 7.3% | -2.6%
O=C(CSc1nnc(Cc2ccccc2)o1)NC1CC2CCC1C2 (configuration not stated) | 3.5% | ? | -4.3% | -4.7% | 18.3%
Cc1cccc2sc(NS(=O)(=O)c3ccccc3)nc12 | 4.5% | 29.2% | -5.3% | -5.9% | -0.1%
N#Cc1ccc(OCC(=O)N/N=C(\CCC(=O)O)c2cccs2)cc1 | i | -1.5% | 0.7% | -7.6% | -4.4%
Cc1ccc(C)c(NC(=O)COC(=O)c2cccc3c2C(=O)c2ccccc2C3=O)c1 | 9.8% | -6.0% | -0.2% | 16.2% | -5.7%
NC(N)=NCc1cccc(I)c1 | i | 8.7% | -11.1% | -2.5% | -2.5%
Clc1ccccc1-c1nnc(-c2ccc3c(c2)OCO3)o1 | 3.0% | ? | -16.1% | -6.3% | 60.5%
CN(CCc1ccccn1)C(=O)Nc1ccc(C(C)(C)C)cc1 | 2.9% | 0.7% | -2.4% | -1.3% | 6.3%
COC(=O)Nc1nc(-c2ccc(F)cc2)c(C)s1 | i | -21.3% | 4.5% | 0.1% | -1.0%
Cc1noc(C)c1C(=O)NC(C)c1ccc(Cl)cc1Cl (configuration not stated) | 0.8% | -1.7% | 3.4% | -8.2% | -6.2%
Cc1ccc(-n2cc(-c3ccc([N+](=O)[O-])cc3)[nH]c2=S)c(C)c1 | 1.8% | 4.2% | 7.8% | 4.0% | 8.5%
Cc1cc2c(c(=O)n1Cc1ccco1)C(c1ccccc1)C(C#N)=C(N)O2 (configuration not stated) | 1.9% | -4.7% | 2.6% | -2.4% | 2.2% | inhibitors of VEEV 10K pilot screen=0.5
CCCN1C(=O)c2ccc(C(=O)Nc3cc(C)on3)cc2C1=O | 2.7% | 37.4% | -5.5% | -6.2% | -0.8%
O=C(COC(=O)C1CC2CCCC(C1)C2=O)Nc1cccc(F)c1 (configuration not stated) | 3.1% | -10.7% | · | -2.6% | -4.4%
COc1ccc(NC(=O)N(C)C[C@H]2Oc3c(NS(=O)(=O)c4cccs4)cccc3C(=O)N([C@@H](C)CO)C[C@@H]2C)cc1 | 1.8% | 5.4% | · | -23.8% | 1.6%
CC(C)Cn1c(N)c(C=O)c(=O)[nH]c1=O | 1.6% | 27.9% | 13.4% | 7.9% | 3.8%
COc1ccccc1C=C1SC(=S)NC1=O | 1.1% | · | · | 1.6% | ·
CC(C)c1ccc(NC(=O)c2cnn(-c3ccccc3)c2NC(=O)c2ccco2)cc1 | 4.5% | 1.1% | -6.8% | 2.1% | 9.4%
CN1CCN(C(=O)c2ccc(CSc3nc4ccncc4n3Cc3ccc(F)cc3)cc2)CC1 | 2.6% | -6.7% | 13.4% | 11.3% | -4.0% | inhibitors of VEEV 10K pilot screen=2.8
Cc1c(Cc2ccccc2)c(=O)oc2cc(OCC(=O)N3CCC(C(=O)O)CC3)ccc12 | 0.8% | 0.1% | 1.8% | -4.9% | -4.8%
CCc1ccccc1N=C1SCC(=O)N1C | i | 6.7% | 6.8% | 9.8% | -1.7%
CC(C)(C)OC(=O)NCCCC[C@H](NC(=O)c1nc[nH]c1C(=O)N1CCc2ccccc2C1)C(=O)OC(C)(C)C | 7.5% | 64.8% | -5.7% | -11.0% | -0.4%
COc1ccc(S(=O)(=O)NCc2ccc3c(c2)OCO3)cc1C(=O)O | 1.9% | -6.2% | 0.2% | 2.3% | 6.0%
CNc1c2cccc(C)c2nc2c(C(=O)NCCN(C)C)cccc12 | i | · | · | 17.0% | ·
Nc1nc(C2CCCCC2)cs1 | i | 3.9% | 3.4% | -6.4% | 5.5%
O=C(NCCc1nc2ccccc2[nH]1)c1ccc(Cl)c([N+](=O)[O-])c1 | 0.2% | 10.7% | -5.7% | 1.6% | -1.4%
